# PAFAH1B3 FP inh: PAFAH1B3 (human) inhibition. Q15102. recombinant PAFAH1B3, FP-rhodamine probe, fluorescence polarization. inhibition, % at 3.39 µM. actives 0.28% (n = 340,000);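 active means inhibition above the screen-wide average of all tested compounds plus 3 SD, cut at about 25% in these data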;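 further: 0% = enzyme with DMSO only and 100% = wells lacking PAFAH1B3 protein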
# Target sequence (Q15102 whole entry, looked up): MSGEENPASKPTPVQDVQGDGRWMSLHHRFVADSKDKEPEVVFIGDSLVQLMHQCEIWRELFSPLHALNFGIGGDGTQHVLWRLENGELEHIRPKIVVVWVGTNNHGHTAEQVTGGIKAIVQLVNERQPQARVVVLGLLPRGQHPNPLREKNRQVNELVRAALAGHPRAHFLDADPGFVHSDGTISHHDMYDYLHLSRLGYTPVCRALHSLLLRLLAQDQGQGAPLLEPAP
# PME-1 primary: PME-1 (human) inhibition | inhibition, % at 5.9 µM | Q9Y570 | recombinant PME-1, FP-Rh probe fluorescence polarization | actives 0.53% (n = 320,000);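 active means inhibition above the campaign mean of all compounds plus 3 SD, cut at about 26% in these data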;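 further: competitive labeling of PME-1 active site by serine hydrolase directed probe; 0% = PME-1 with DMSO and 100% = wells lacking PME-1 enzyme; inhibitors block probe labeling so polarization falls and inhibition rises; many of its hits are not listed in these tables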
# PAD4 FP inh: PAD4 (human) enzyme inhibition | inhibition, % at 6.36 µM | actives 0.41% (n = 330,000) | recombinant PAD4, RCA probe fluorescence polarization | Q9UM07;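 active means percent inhibition above a cutoff equal to the mean of all tested compounds plus 3 SD, cut at about 15% in these data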;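 further: 0% = PAD4 with RCA probe and DMSO and 100% = probe without PAD4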
# GSTO1 counter: counter-screen for RBBP9 inhibitors: inhibitors of human GSTO1; P78417; recombinant GSTO1, activity-based probe fluorescence polarization; inhibition, % at 5.96 µM; actives 1.1% (n = 300,000); AID 1974;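 active means inhibition above the campaign mean inhibition plus 3 SD, cut at about 35% in these data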;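 further: 0% = GSTO1-1 with DMSO and 100% = wells lacking GSTO1-1 enzyme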
# Target sequence (P78417 whole entry, looked up): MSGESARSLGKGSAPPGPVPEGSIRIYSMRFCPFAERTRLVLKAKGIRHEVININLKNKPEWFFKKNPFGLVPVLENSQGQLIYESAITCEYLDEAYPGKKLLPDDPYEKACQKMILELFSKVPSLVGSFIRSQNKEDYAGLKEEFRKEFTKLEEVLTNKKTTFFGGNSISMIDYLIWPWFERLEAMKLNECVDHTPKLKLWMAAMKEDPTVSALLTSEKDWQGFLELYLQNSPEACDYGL
# PAFAH2 inh: inhibitors of human PAFAH2 | inhibition, % at 3.39 µM | recombinant PAFAH2, FP-rhodamine activity probe, fluorescence polarization | actives 0.99% (n = 340,000) | Q99487;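 active means inhibition above the mean over all tested compounds plus 3 SD, cut at about 30% in these data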;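 further: inhibitors block probe labeling of enzyme so polarization drops; 0% = enzyme with DMSO and 100% = wells lacking PAFAH2 protein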
# LYPLA1 inh: counter-screen for PME1 inhibitors: inhibitors of human LYPLA1. O75608. recombinant LYPLA1, FP-Rh probe fluorescence polarization. inhibition, % at 5.9 µM. actives 0.16% (n = 320,000). AID 2174;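 active means inhibition above the mean of all tested compounds plus 3 SD, set per campaign, cut at about 14% in these data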;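 further: inhibitors block serine hydrolase probe labeling of LYPLA1 so polarization falls; 0% = enzyme with DMSO and 100% = wells lacking LYPLA1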
# LYPLA2 counter: blocks human lysophospholipase 2, a PME1 counter-screen; O95372; recombinant LYPLA2, FP-Rh probe fluorescence polarization; inhibition, % at 5.9 µM; actives 0.38% (n = 320,000); AID 2177;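 active means inhibition above the screen-wide mean plus 3 SD, limit set per campaign, cut at about 26% in these data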;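 further: 0% = LYPLA2 with DMSO and 100% = wells lacking LYPLA2 enzyme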
# PAFAH1B2 FP inh: PAFAH1B2 (human) inhibition; recombinant PAFAH1B2, FP-rhodamine activity probe, fluorescence polarization; inhibition, % at 3.39 µM; actives 1.2% (n = 340,000);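 active means inhibition above the mean of all tested compounds plus 3 SD, cut at about 24% in these data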;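 further: 0% = enzyme with DMSO and 100% = wells lacking PAFAH1B2; many of its hits are not listed in these tables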
# pPAFAH FP inh: pPAFAH (human) enzyme inhibition. recombinant pPAFAH, FP-rhodamine probe fluorescence polarization. inhibition, % at 3.39 µM. actives 1.5% (n = 330,000). AID 463082;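 active means inhibition above the mean inhibition across the screen plus 3 SD, cut at about 25% in these data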;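 further: inhibitors block binding of the rhodamine activity-based probe so polarization drops; 0% = enzyme with DMSO and 100% = wells lacking pPAFAH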
# Target sequence (Q13093 whole entry, looked up): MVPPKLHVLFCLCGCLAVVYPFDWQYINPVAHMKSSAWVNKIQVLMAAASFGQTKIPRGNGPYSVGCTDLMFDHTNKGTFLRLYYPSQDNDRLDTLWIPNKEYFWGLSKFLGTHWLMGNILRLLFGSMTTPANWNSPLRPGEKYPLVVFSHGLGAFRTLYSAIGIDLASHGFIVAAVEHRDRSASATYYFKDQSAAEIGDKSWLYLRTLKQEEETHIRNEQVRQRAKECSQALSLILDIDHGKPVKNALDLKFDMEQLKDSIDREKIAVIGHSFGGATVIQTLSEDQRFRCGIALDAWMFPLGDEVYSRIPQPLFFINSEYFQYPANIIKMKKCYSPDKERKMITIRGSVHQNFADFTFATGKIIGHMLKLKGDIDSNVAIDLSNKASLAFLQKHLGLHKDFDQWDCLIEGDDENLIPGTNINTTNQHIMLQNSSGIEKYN
# An asterisk follows results filed as active; . = not tested or not shown. An excerpt. The share of hits here may be higher or lower than overall.
SMILES,PAFAH1B3 FP inh,PME-1 primary,PAD4 FP inh,GSTO1 counter,PAFAH2 inh,LYPLA1 inh,LYPLA2 counter,PAFAH1B2 FP inh,pPAFAH FP inh
CCC(C(=O)NCCC1=CCCCC1)n1nc(C)c2c(C)n(-c3ccccc3)nc2c1=O (stereo not given),1,0,-3,5,1,0,5,4,1
CCC1C(=O)N=C(SCC(=O)Nc2ccc(C)cc2)N(c2ccccc2)C1=O (stereo not given),1,-4,-5,6,-8,3,4,-1,18
COC(=O)C[C@H](NC(=O)Cn1cnc2c(NCc3ccccc3)ncnc21)C(=O)OC,7,.,-3,.,-5,.,.,2,3
c1ccc(-c2noc(-c3ccncc3)n2)nc1,12,3,0,2,0,1,5,3,1
O=C(Nc1ccnc(-c2cccnc2)n1)c1cccs1,4,-4,-5,8,2,-3,-4,9,-4
Cc1cc(C(=O)NNC(=O)CCCOc2ccccc2)c(C)o1,4,0,2,3,3,3,3,7,-3
CNC(=O)c1ccc(NC(=O)C2CCN(S(=O)(=O)c3cccc(C(F)(F)F)c3)CC2)cc1,3,-5,1,.,3,-1,2,5,-2
CCCN(Cc1ccccc1)C(=O)Nc1ccc2c(c1)nnn2C,1,4,-4,14,2,-1,-1,2,0
O=C(NCCS(=O)(=O)N1CCN(c2ccccc2)CC1)c1ccc2c(c1)OCO2,3,-5,-1,3,-3,1,3,2,8
COC(=O)CC1C(=O)NCCN1C(=O)Nc1ccc(Cl)c(Cl)c1 (stereo not given),4,1,1,5,3,-1,0,-1,3
COc1ccc(S(=O)(=O)NCC(=O)Nc2cccc(C)c2C)cc1OC,2,-1,3,11,2,-4,1,-1,3
O=P(c1ccccc1)(c1ccccc1)C(c1ccccn1)P(=O)(c1ccccc1)c1ccccc1,.,-2,7,0,.,0,3,.,2
Cc1occc1-c1nnc(SCC(=O)Nc2nc3ccccc3s2)o1,-3,-3,4,10,0,-1,-2,7,-3
COc1ccc(Nc2ccc(S(=O)(=O)N3CCCCC3)cc2[N+](=O)[O-])cc1OC,2,4,-2,2,14,0,10,-5,0
COc1cc(C#N)c(NS(=O)(=O)c2ccc3[nH]c(=O)sc3c2)cc1OC,11,-5,4,3,8,-5,-7,0,-1
Cc1ccc(NC(=S)/N=C(\N)Nc2nc(C)c3ccccc3n2)cc1C,-2,-6,-4,0,-4,-2,-1,1,-7
Cc1ccc(C#CC[N+](C)(C)CC#Cc2ccccc2)cc1,5,2,-4,2,3,-1,-2,0,-4
COc1cccc(CNC(=O)CN2c3cccc4cccc(c34)S2(=O)=O)c1,-4,24,5,15,-6,-2,-5,-3,18
CC(=O)Nc1ccc(S(=O)(=O)N2CCC(N(C)CCC(C)C)CC2)cc1,-7,-1,4,-5,-6,0,1,-2,4
CCN1CCc2c(sc(NC(=O)c3ccc4ccccc4c3)c2C(N)=O)C1,6,2,-1,-18,0,-6,-7,2,-3
COc1cc(CN2CCN(C(C)C)C(CCO)C2)ccc1OCc1ccccc1 (stereo not given),6,-3,-5,2,-7,-1,-1,-2,-3
CCSc1ncnc2c1sc1nc(-c3ccco3)c3c(c12)CC(C)(C)OC3,.,1,-1,2,.,2,2,.,0
O=C(COC(=O)c1cc(S(=O)(=O)N2CCc3ccccc3C2)ccc1Cl)NCc1ccco1,1,-3,-11,-7,-7,-2,1,3,4
Cc1ccc(NS(=O)(=O)c2ccc(C(=O)N3CCN(S(=O)(=O)c4ccccc4)CC3)cc2)cc1,-2,6,0,0,1,3,4,4,19
CCOC(=O)c1c(C)nc2sccn12,-3,-2,-1,7,-4,0,3,4,5
CCOC(=O)c1c(S(=O)(=O)N2CCCC(C(=O)Nc3ncccc3C)C2)c(C)n(C)c1C (stereo not given),8,-6,-1,-2,7,-1,-5,1,0
Cc1cccc(N2C(=O)C(CC(=O)Nc3cccc(F)c3)N(CCc3ccncc3)C2=O)c1 (stereo not given),3,-1,-6,-2,-4,1,2,-1,4
CCN(CC)Cc1c(C(=O)N/N=C/c2ccccn2)nnn1-c1nonc1N,5,-6,2,13,4,-7,-9,3,3
COc1cc(/C=N/n2cnnc2)ccc1OCC(=O)N1CCOCC1,6,-1,3,6,-7,-2,3,4,5
CCCc1noc2c1C(c1cc(Br)ccc1F)C(C#N)=C(N)N2 (stereo not given),9,-3,-1,-5,4,-5,-2,8,-6
CCN(CC)S(=O)(=O)c1cc(NC(=O)CSc2nnc(-c3cccs3)o2)ccc1C,-3,-5,-5,-6,-9,-2,-4,2,7
Cc1cc(OC(C)C(=O)Nc2ccncc2)ccc1Cl (stereo not given),7,2,2,-1,6,-2,2,0,3
CC1CCCC(C)N1C(=O)CSc1nc2ccccc2s1 (stereo not given),10,1,5,-3,6,-6,-5,6,1
CCN1C(=O)[C@H]2[C@@H](c3ccc(SC4CCCCC4)cc3)N3CCCC[C@@]3(C(=O)OC)[C@H]2C1=O,-1,1,-1,6,8,0,-2,1,2
O=c1oc2ccccc2c(Nc2cccc3ccccc23)c1[N+](=O)[O-],2,8,0,0,7,1,1,2,18
Cn1c(NCc2c[nH]c3ccccc23)nc2ccccc21,1,5,3,8,8,-4,8,0,-1
CCN1c2ccccc2N(C)C1(C)c1ccccc1 (stereo not given),17,1,20*,55*,6,-2,5,7,10
CCN(CC(=O)Nc1ccc2c(c1)OCCO2)C(=O)CC1CCCC1,6,3,-2,3,-1,2,1,4,2
Cc1cc(C(F)(F)F)nn1CC(=O)NCC1CCCO1 (stereo not given),1,4,-4,1,5,-2,4,-2,0
COc1ccc(NC(=O)c2cccs2)cc1NC(=O)c1ccco1,1,-14,-1,4,0,-5,-8,6,1
CN1CCN(NC(=O)C23CC4CC(CC(C4)C2)C3)CC1,4,-5,-4,3,7,-2,-19,4,3
Cn1c(=O)c2c(nc(SCc3cccnc3)n2Cc2ccc(F)cc2)n(C)c1=O,0,3,-1,1,3,4,15,2,4
O=C(CCC(=O)OCC(=O)c1cccc([N+](=O)[O-])c1)Nc1ccccc1Cl,2,-5,2,-7,-1,5,11,0,-1
O=C(C(Cc1ccccc1)N1C(=O)c2ccccc2C1=O)N1c2ccccc2CCc2ccccc21 (stereo not given),-2,-9,1,-1,-4,-3,-3,-2,1
O=C(C1CCN(S(=O)(=O)c2cccc([N+](=O)[O-])c2)CC1)N1CCOCC1,-1,2,3,0,0,5,-1,4,2
Cc1ccc(NC(=O)c2cccs2)cc1[N+](=O)[O-],0,-5,0,4,0,-5,-8,-3,-4
Cc1cccc([N+](=O)[O-])c1NC(=O)COC(=O)C1CC2CCCC(C1)C2=O (stereo not given),6,1,-4,0,9,0,11,3,3
CSCCC(NC(=O)c1ccccc1Cl)C(=O)N1CCN(C(C)=O)CC1 (stereo not given),6,-4,4,.,1,-3,0,4,4
CC(=O)NCc1ccc(-c2csc(-c3cccs3)n2)cc1,-1,-6,-3,28,-2,-1,-2,5,-3
Cc1ccnn1CC(=O)N/N=C/c1ccc([N+](=O)[O-])s1,-1,-4,-6,27,-3,0,8,2,6
Cc1cccc(C)c1NC(=O)COC(=O)c1cccnc1,3,-5,-6,1,10,-4,1,-4,-1
COc1ccc(CCc2nnc(CCC(=O)NCc3cnc4ccccn34)o2)cc1,6,1,-1,4,0,3,7,1,1
Cc1cc(C(=O)CSc2nc3ccccc3c(=O)[nH]2)c(C)n1C,-3,9,3,-7,3,-2,-4,6,-2
O=C(CN1CCOCC1)N/N=C/c1ccc(-c2ccc(Br)cc2)o1,0,3,5,-5,4,-3,2,2,3
CCCSc1nnc(N)s1,12,2,-3,5,0,-6,-6,4,-2
O=C(CC(=O)c1ccccc1[N+](=O)[O-])c1ccccc1,.,-2,0,17,.,0,1,.,4
COc1ccc(N(CC(=O)NCc2ccc3c(c2)OCO3)S(C)(=O)=O)cc1OC,-2,1,-1,0,-2,1,2,1,-2
O=C(O)c1ccc(N2C(=O)c3cccc4c(C(=O)O)ccc(c34)C2=O)cc1,.,-11,-5,3,.,0,-4,.,9
CC1Cc2nc(SCC(=O)Nc3ccc4c(c3)OCCO4)n(C)c(=O)c2S1 (stereo not given),-2,10,-2,12,-3,3,7,-1,0
Cc1ccc(NC(=O)Nc2ccc(F)c(Cl)c2)cc1,3,-6,0,2,-3,-4,0,1,1

# Ordered by heavy-atom count (lowest first): 3 of the compounds above.
SMILES,PAFAH1B3 FP inh,PME-1 primary,PAD4 FP inh,GSTO1 counter,PAFAH2 inh,LYPLA1 inh,LYPLA2 counter,PAFAH1B2 FP inh,pPAFAH FP inh
CCCSc1nnc(N)s1,12,2,-3,5,0,-6,-6,4,-2
Cc1ccnn1CC(=O)N/N=C/c1ccc([N+](=O)[O-])s1,-1,-4,-6,27,-3,0,8,2,6
CC1Cc2nc(SCC(=O)Nc3ccc4c(c3)OCCO4)n(C)c(=O)c2S1 (stereo not given),-2,10,-2,12,-3,3,7,-1,0

# Additional records follow.
SMILES,PAFAH1B3 FP inh,PME-1 primary,PAD4 FP inh,GSTO1 counter,PAFAH2 inh,LYPLA1 inh,LYPLA2 counter,PAFAH1B2 FP inh,pPAFAH FP inh
CC(=O)Nc1ccc(OCc2ccc3c(c2)OCO3)cc1,6,-1,2,-1,2,-3,6,7,-5
CC(C)OCCCNC(=O)c1c(N)n(/N=C/c2ccccn2)c2nc3ccccc3nc12,12,-2,-1,-4,-4,-2,-1,6,8
CNS(=O)(=O)c1ccc(Cl)nc1,-4,-6,-2,-4,-1,2,-1,6,2
COc1ccccc1N1CCN(C(=O)c2cc3ccccc3[nH]2)CC1,1,-5,-9,4,-3,0,6,0,-3
O=c1c([N+](=O)[O-])c(NC2CCCCC2)c2ccccc2n1-c1ccccc1,9,-11,2,1,7,1,4,-1,1
COc1cccc(CC2(CO)CCCN(Cc3sc(N4CCCC4)nc3Cl)C2)c1 (stereo not given),-1,2,10,1,8,1,5,4,-11
CC(C)=CCC/C(C)=C/C=N/NC(=O)c1ccccc1[N+](=O)[O-],-5,-3,6,12,1,4,6,6,4
CCC(C)(C)n1nnnc1C(c1cccc(C#N)c1)N1CCN(c2cccc(C)c2C)CC1 (stereo not given),-5,-2,-2,0,3,0,-3,0,-2
NC(=S)NNC(=O)[C@@H]1CCCC[C@@H]1C(=O)O,0,3,3,9,0,2,-4,12,0
O=C(CCC(=O)Nc1ccccc1Cl)NNC(=S)Nc1ccccc1C(F)(F)F,8,5,-1,3,-2,-1,3,2,-3
O=C(Cc1ccccc1)NNC(=O)C1CC=CCC1 (stereo not given),6,5,-2,5,6,-2,-1,2,4
CCO[C@@H]1OC(C(=O)N2CCOCC2)=C[C@H](C(C)(C)C)[C@H]1CCCO,3,-1,-7,1,0,0,0,7,2
CC(=O)Nc1ccc(S(=O)(=O)Nc2ccc(S(=O)(=O)N3CCCCCC3)cc2)cc1,-1,-2,0,33,-6,-1,2,20,6
CCN1C(N(C)C)=NC[C@@H]1Cc1ccccc1,-1,-7,-3,-1,1,-4,-5,-5,-7
Cc1ccc(NC(=O)CCn2cnc3ccccc3c2=O)c(C)c1,5,-7,-5,-4,1,1,-5,2,-5
O=C(c1c[nH]c(C(=O)C(Cl)(Cl)Cl)c1)c1ccccc1Br,0,-3,0,9,15,-5,-6,6,1
CCOC(=O)N1CCN(c2c(F)cc3[nH]c(=S)[nH]c3c2Br)CC1,8,-6,-2,-47,-2,-1,6,4,12
CCCCOC(=O)CSCC(=O)N1N=C(c2cccs2)CC1c1ccc(F)cc1 (stereo not given),4,5,3,3,2,3,-1,4,2
